mIAP inh: blocks mouse intestinal alkaline phosphatase. purified mouse IAP, CDP-Star luminescence, 30 min. inhibition, % at 10 µM. 330,000 compounds, 0.2% hits. AID 2806;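 active = inhibition of at least 40% at 10 µM in the primary screen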;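 note: plate controls were DMSO with enzyme for no effect and no enzyme wells for full effect; values of inactives mirror those of a sister screen read the other way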
A3A deaminase: human APOBEC3A DNA deaminase inhibition; inhibition, % at 20 µM; P31941; 330,000 compounds, 0.41% hits; recombinant A3A, FAM/TAMRA ssDNA deamination fluorescence;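 active = at least 40% inhibition at 20 µM here, with at most 30% in a related deaminase screen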;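 note: plate controls were A3A with DMSO for no effect and wells lacking A3A enzyme for full effect; some results filed as inactive read as strong as hits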
Target sequence (P31941 whole entry, looked up): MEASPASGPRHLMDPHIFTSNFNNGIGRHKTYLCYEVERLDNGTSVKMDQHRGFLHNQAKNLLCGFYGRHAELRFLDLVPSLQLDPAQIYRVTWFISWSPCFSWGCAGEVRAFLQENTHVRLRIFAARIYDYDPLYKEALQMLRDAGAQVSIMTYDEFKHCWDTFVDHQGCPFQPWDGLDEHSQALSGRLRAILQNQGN
tim10-1 inh: inhibits growth of tim10-1 mutant yeast; S. cerevisiae tim10-1 ts strain growth, BacTiter-Glo, 24 h; inhibition, % at 20 µM; 330,000 compounds, 2.2% hits; AID 463190;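 active = inhibition of at least 40%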;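 note: mutant grown at 25 °C; 0% = DMSO wells with yeast and 100% = wells holding no yeast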
NLRP3 yeast inh: inhibitors of NALP3 inflammasome in yeast. Yeast reconstituted NLRP3/ASC/caspase-1, beta-gal luminescence, 24 h. AID 2825. inhibition, % at 10 µM. 330,000 compounds, 0.39% hits;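 active = inhibition of 50% or more; inactive = inhibition below 50%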;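 note: plate controls were induced DMSO wells for no effect and uninduced yeast grown without galactose for full effect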
hIAP inh: blocks human intestinal alkaline phosphatase; purified IAP, CDP-Star luminescence, 30 min; inhibition, % at 10 µM; 330,000 compounds, 0.12% hits; AID 2544;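 active = inhibition reaching a set limit with compound at 10 µM in the primary screen, cut at about 35% in these data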;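 note: plate controls were DMSO wells with enzyme for no effect and no-enzyme buffer wells for full effect; values of inactives mirror those of a sister screen read the other way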
Target sequence (P09923 whole entry, looked up): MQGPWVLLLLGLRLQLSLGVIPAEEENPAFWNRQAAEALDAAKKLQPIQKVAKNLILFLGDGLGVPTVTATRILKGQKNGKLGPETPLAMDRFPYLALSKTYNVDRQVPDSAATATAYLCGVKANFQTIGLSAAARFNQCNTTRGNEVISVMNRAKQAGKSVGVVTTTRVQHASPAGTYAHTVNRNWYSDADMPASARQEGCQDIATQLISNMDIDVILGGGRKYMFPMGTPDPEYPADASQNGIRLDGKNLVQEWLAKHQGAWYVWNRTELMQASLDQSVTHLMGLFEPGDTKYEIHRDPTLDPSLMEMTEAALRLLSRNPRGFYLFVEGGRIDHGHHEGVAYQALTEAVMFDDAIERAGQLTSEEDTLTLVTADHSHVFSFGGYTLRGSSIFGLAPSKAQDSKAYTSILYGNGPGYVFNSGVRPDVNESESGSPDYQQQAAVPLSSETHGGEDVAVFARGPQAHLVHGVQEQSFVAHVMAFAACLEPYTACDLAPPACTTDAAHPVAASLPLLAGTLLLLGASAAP
A3G deaminase: blocks human APOBEC3G single-stranded DNA deamination | Q9HC16 | recombinant A3G, ssDNA deamination FAM/TAMRA fluorescence | inhibition, % at 20 µM | 330,000 compounds, 0.28% hits | AID 493012;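 active = inhibition of at least 40% at 20 µM, with no more than 30% in the related APOBEC3A deaminase screen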;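 note: plate controls were DMSO wells with A3G for no effect and wells lacking A3G enzyme for full effect; some compounds called inactive have numbers as strong as hits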
Target sequence (Q9HC16 whole entry, looked up): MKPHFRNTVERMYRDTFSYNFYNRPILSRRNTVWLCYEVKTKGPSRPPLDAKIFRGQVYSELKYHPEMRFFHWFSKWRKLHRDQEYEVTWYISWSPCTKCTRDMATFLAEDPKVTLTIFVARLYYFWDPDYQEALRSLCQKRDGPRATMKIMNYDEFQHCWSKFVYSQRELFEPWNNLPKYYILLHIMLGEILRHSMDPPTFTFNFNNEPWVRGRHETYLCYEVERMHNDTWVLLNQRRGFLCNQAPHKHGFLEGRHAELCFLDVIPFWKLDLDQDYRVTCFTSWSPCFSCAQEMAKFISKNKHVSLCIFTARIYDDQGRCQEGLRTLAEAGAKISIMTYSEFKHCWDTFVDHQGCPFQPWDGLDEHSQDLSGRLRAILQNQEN
TIM10 inh: TIM10 yeast growth inhibition | S. cerevisiae TIM10 strain growth, BacTiter-Glo luminescence, 24 h | inhibition, % at 10 µM | 330,000 compounds, 1.4% hits;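 active = inhibition of 40% or more at the single tested concentration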;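 note: wild-type TIM10 isogenic control strain grown at permissive 25 °C; 0% = DMSO yeast wells and 100% = minimal medium wells without yeast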
beta cell repl: induces beta-cell replication in MIN6 cells | proliferation, % at 10 µM | MIN6 cells proliferation, ATPlite luminescence, 48 h; cells starved in 0.2% serum; 100% = growth in 10% serum | AID 2380 | 330,000 compounds, 0.29% hits;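 active = compounds whose signal lies at least 3.5 SD above the mean of all wells on their plate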;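 note: 0% = DMSO-treated cells in low-serum medium and 100% = 10% serum control; some compounds called inactive have numbers as strong as hits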
mIAP act: mouse IAP activation. muIAP, CDP-Star luminescence, 30 min; active compounds read high; 1 = vehicle-only enzyme signal, 0 = enzyme-free wells. activation factor at 10 µM. 330,000 compounds, 0.24% hits. AID 2805;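 active = activation factor of at least 2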; note: the source names both 10 and 20 µM as test concentration; values of inactives mirror those of a sister screen read the other way
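System: Mouse IAP enzyme | Also added: CDP-Star substrate | Dosing: Compounds dispensed in DMSO | Schedule: 30 min enzyme-substrate-compound incubation at room temperature | Technique: Chemiluminescence readout | Control set: DMSO-only wells and no-enzyme negative control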
Active calls of the source: *.

| molecule | NLRP3 yeast inh | TIM10 inh | beta cell repl | tim10-1 inh | mIAP act | A3A deaminase | hIAP inh | A3G deaminase | mIAP inh |
| --- | --- | --- | --- | --- | --- | --- | --- | --- | --- |
| CCOc1ccc(N2C(=O)CC(N(Cc3ccco3)C(=O)CC)C2=O)cc1 (stereo not drawn) | 1.3 | -10.0 | 1.0 | 8.3 | 0.902 | -2.9 | -8.6 | -6.5 | 9.8 |
| NS(=O)(=O)c1ccc(CNC(=O)c2ccc(S(=O)(=O)NCc3ccco3)cc2)cc1 | -10.1 | -11.2 | 1.9 | -4.0 | 0.983 | -3.5 | -0.7 | -8.5 | 1.7 |
| COc1ccc(NC(C)=O)cc1NC(=O)CN1CCN(CC(=O)Nc2ccc(Cl)cc2)CC1 | 8.2 | 5.4 | 0.1 | 12.9 | 1.16 | -5.2 | 1.8 | -5.0 | -15.8 |
| CCn1c(SCC(=O)Nc2ccc(N3CCOCC3)cc2)nnc1-c1ccncc1 | 9.0 | -14.0 | 0.1 | 21.1 | 1.17 | 0.7 | 5.1 | -2.6 | -17.0 |
| Cc1ccc(OCC(=O)Nc2ccccc2-c2ccccc2NC(=O)COc2ccc(C)cc2)cc1 | -4.7 | -6.1 | -4.2 | -13.2 | 0.962 | 2.0 | -3.9 | -2.0 | 3.8 |
| COc1ccc(NC(=O)c2ccc[n+]([O-])c2)cc1 | 21.6 | 14.1 | -4.0 | 2.7 | 0.895 | 0.3 | -5.6 | 20.5 | 10.5 |
| O=C1NC(=S)N(C(=O)c2ccc(F)cc2)/C1=C/c1cccnc1 | 3.2 | 7.4 | -1.3 | 9.9 | 0.911 | -4.9 | 10.3 | -12.1 | 8.9 |
| Cc1cc(N2CCOCC2)n2cc(-c3ccc(F)cc3)nc2n1 | -14.6 | 12.2 | 0.5 | 19.1 | 1.09 | 2.4 | -13.5 | 2.3 | -8.7 |
| O=C(c1cc2c(=O)n3ccccc3nc2s1)N1CCN(Cc2ccccc2)CC1 | 27.4 | 10.6 | -2.5 | 14.4 | 1.11 | -5.0 | 10.1 | -10.7 | -11.1 |
| Cn1c(N)c(C(=O)COC(=O)C(Cc2ccccc2)NC(=O)c2ccccc2)c(=O)n(C)c1=O (stereo not drawn) | -2.0 | -0.3 | -3.4 | -2.9 | 1.04 | -0.6 | -0.7 | -7.0 | -3.9 |
| CCOc1cc(C(C(=O)NCC2CCCO2)N(C(=O)Cn2nnc3ccccc32)c2ccccc2C(C)=O)ccc1O (stereo not drawn) | 19.0 | 9.4 | 0.0 | -7.0 | 0.945 | -2.6 | -9.0 | -9.1 | 5.5 |
| Cc1ccc(OC(=O)CCC(=O)Nc2ccc(C)c(C)c2)cc1 | 14.7 | -25.6 | -1.0 | -16.8 | 1.07 | -2.9 | 14.1 | -2.7 | -6.9 |
| CCCC(=O)Nc1c(-c2ccccc2Cl)c(=O)c2ccccc2n1C | 23.3 | -4.8 | 1.5 | 7.6 | 1.02 | 1.0 | 11.4 | 0.2 | -1.6 |
| C=CCNC(=O)/C(C#N)=C\c1cc(Cl)c(OCC)c(OC)c1 | 34.0 | 66.7* | -4.4 | 79.4* | 1.08 | -1.7 | 5.8 | -8.8 | -7.8 |
| C/C(=N\NC(=O)c1c(-c2ccccc2Cl)noc1C)c1cccc(NC(=O)C(C)C)c1 | 0.8 | -5.2 | -2.3 | 7.8 | 1.01 | -1.0 | -4.7 | -7.2 | -0.6 |
| COC(=O)NNC(=O)/C=C/c1ccccc1 | -0.9 | -11.9 | 0.0 | 5.9 | 1.01 | -2.5 | 13.3 | -3.6 | -1.5 |
| CCOC(=O)c1cc(CC)sc1NC(=O)COC | 32.1 | 4.6 | 4.2 | 0.8 | 0.944 | 3.2 | 6.6 | -6.1 | 5.6 |
| O=C(COc1ccccc1Cl)NCCNC(=O)c1ccco1 | 7.0 | -25.8 | -1.9 | 0.4 | 1.04 | -2.1 | 5.3 | -0.8 | -3.7 |
| COc1ccc(/C=N/Nc2nc3ccccc3[nH]2)cc1OC | 7.6 | -19.2 | 0.6 | 10.3 | 1 | 0.4 | -6.8 | -2.1 | -0.1 |
| COC(=O)c1ccc(OCC(O)CN2CCN(C(=O)c3ccco3)CC2)c(OC)c1 (stereo not drawn) | 20.1 | 0.9 | -1.1 | -6.0 | 0.986 | 0.2 | 2.1 | -3.8 | 1.4 |
| O=C(NCCCc1ccccc1)c1cc([N+](=O)[O-])ccc1Cl | -16.4 | 10.2 | -5.2 | 40.6* | 0.968 | 0.6 | -12.0 | -1.6 | 3.2 |
| N#CC1=C(N)N2C(=C(C#N)C1c1cccc(Br)c1)Nc1ccccc12 (stereo not drawn) | -13.8 | 8.6 | -6.2 | 6.0 | 0.824 | -4.1 | 10.0 | -4.6 | 17.6 |
| CN(C)S(=O)(=O)c1ccc(C(=O)NCCc2ccco2)cc1 | 13.0 | 12.9 | 1.1 | -16.2 | 0.904 | 0.6 | -5.5 | -5.3 | 9.6 |
| COc1ccc(-c2cc(C(=O)O)c3sc(N4CCCCC4)nc3n2)cc1OC | 7.5 | -9.9 | 0.0 | 17.8 | 1.01 | -0.5 | 12.7 | -5.0 | -1.3 |
| CN(C)c1nc2ccc(OCCN3CCCCC3)cc2s1 | -9.2 | -10.1 | 1.1 | 7.3 | 1.02 | 4.3 | 15.9 | -4.9 | -2.2 |
| O=C(Cc1ccccc1)NC(=S)Nc1ccc2oc(-c3ccccc3)nc2c1 | 3.6 | 4.0 | -2.6 | -4.9 | 0.823 | 1.1 | 11.0 | -3.0 | 17.7 |
| Cc1cc(C)n2ncc(C(=O)Nc3cccc(O)c3)c2n1 | 4.1 | -19.2 | -2.1 | -12.1 | 0.962 | 2.7 | -5.9 | -3.2 | 3.8 |
| CCn1c(C(O)c2cc(OC)c(OC)c(OC)c2)nc2ccccc21 (stereo not drawn) | 15.9 | -4.8 | 1.2 | 5.0 | 1.06 | -2.0 | -11.0 | -4.8 | -5.9 |
| COC(=O)c1cccc(C(=O)Nc2ccc(C)cc2Br)n1 | 24.3 | 19.8 | -1.7 | 34.0 | 0.876 | -1.1 | 11.1 | -7.1 | 12.4 |
| CCOC(=O)CNC(=O)N1CCCC(C(=O)c2ccccc2SC)C1 (stereo not drawn) | -0.2 | -5.9 | -3.9 | 15.5 | 1.05 | -1.4 | -21.7 | -3.2 | -4.9 |

Overlap with the part before: 4 entries, followed by the next part.
| molecule | NLRP3 yeast inh | TIM10 inh | beta cell repl | tim10-1 inh | mIAP act | A3A deaminase | hIAP inh | A3G deaminase | mIAP inh |
| --- | --- | --- | --- | --- | --- | --- | --- | --- | --- |
| Cc1cc(C)n2ncc(C(=O)Nc3cccc(O)c3)c2n1 | 4.1 | -19.2 | -2.1 | -12.1 | 0.962 | 2.7 | -5.9 | -3.2 | 3.8 |
| CCn1c(C(O)c2cc(OC)c(OC)c(OC)c2)nc2ccccc21 (stereo not drawn) | 15.9 | -4.8 | 1.2 | 5.0 | 1.06 | -2.0 | -11.0 | -4.8 | -5.9 |
| COC(=O)c1cccc(C(=O)Nc2ccc(C)cc2Br)n1 | 24.3 | 19.8 | -1.7 | 34.0 | 0.876 | -1.1 | 11.1 | -7.1 | 12.4 |
| CCOC(=O)CNC(=O)N1CCCC(C(=O)c2ccccc2SC)C1 (stereo not drawn) | -0.2 | -5.9 | -3.9 | 15.5 | 1.05 | -1.4 | -21.7 | -3.2 | -4.9 |
| CCC(CC)c1nnc(NC(=O)C2CC(=O)N(c3ccc4c(c3)OCCO4)C2)s1 (stereo not drawn) | 17.0 | 10.9 | 0.0 | 4.3 | 1 | 5.6 | -3.0 | 0.2 | -0.1 |
| CC(=O)Nc1cccc(/C(C)=N/NC(=O)c2ccc(Cl)cc2Cl)c1 | 10.6 | -5.7 | -1.9 | -1.9 | 0.992 | 0.0 | -5.6 | -3.6 | 0.8 |
| CC(C)(C)c1ccc(COC(=O)Nc2ccc(F)cc2)cc1 | 31.4 | 8.3 | -1.9 | -1.0 | 1.15 | 1.4 | 7.5 | -7.7 | -15.2 |
| Clc1ccc(-c2cnnc(-c3ccccn3)n2)cc1 | 11.2 | -21.0 | -4.2 | 17.1 | 1.08 | -1.9 | -22.9 | -7.5 | -8.0 |
| Cc1ccc2c([N+](=O)[O-])c(C)ccc2n1 | -9.4 | 5.2 | 1.0 | 6.5 | 0.951 | -1.2 | -0.2 | -6.1 | 4.9 |
| CCOC(=O)C(C)Oc1ccc(OCc2ccccc2)cc1 (stereo not drawn) | 13.5 | 12.7 | -3.5 | 0.8 | 0.948 | -1.1 | 2.8 | -2.9 | 5.2 |
| CCOC(=O)C1CCCN(C(=O)COC(=O)c2ccc(C#N)cc2)C1 (stereo not drawn) | 4.1 | -0.9 | -1.8 | 10.9 | 1.01 | -1.2 | 2.3 | -5.4 | -0.7 |
| C/C(=N\N=C(N)N)c1ccc(C)c(C)c1 | -2.5 | -3.6 | -1.8 | -5.8 | 0.907 | 0.2 | -2.4 | -4.2 | 9.3 |
| COC(=O)c1ccccc1-n1cccc1C(=O)NP(=O)(N1CCOCC1)N1CCOCC1 | 0.4 | 11.6 | -1.0 | 7.2 | 1.02 | 0.1 | -12.4 | -4.2 | -1.8 |
| COc1ccc(NC(=O)c2oc3ccccc3c2NC(=O)C2CCCO2)cc1OC (stereo not drawn) | -3.3 | 36.1 | 7.1 | 21.7 | 0.947 | 6.0 | 5.5 | -3.1 | 5.3 |
| CC(=O)Nc1ccc(Oc2ccc(NC(C)=O)c(NC(C)=O)c2)cc1 | 8.4 | -11.1 | -2.0 | -6.0 | 1.02 | -1.3 | -17.4 | -7.6 | -1.8 |
| Cc1c(NC(=O)CN2CCN(c3ccc([N+](=O)[O-])cc3)CC2)c(=O)n(-c2ccccc2)n1C | 17.7 | -12.1 | 0.0 | -16.5 | 0.901 | -0.8 | -13.3 | -6.8 | 9.9 |
| CCOC(=O)C1C(=O)NC(c2ccccc2)=NC1c1ccccc1 (stereo not drawn) | 13.4 | 5.8 | -3.9 | 6.2 | 1.05 | -1.7 | -10.8 | -3.6 | -4.8 |
| O=C(NCC1(c2ccccc2)CCCC1)c1ccco1 | -8.1 | -4.4 | -1.6 | 22.7 | 0.984 | -0.8 | 4.1 | -5.5 | 1.6 |
| Cc1ccc(S(=O)(=O)N2CCCCC2)cc1C(=O)OC1CCCCC1=O (stereo not drawn) | 1.9 | 13.8 | -1.7 | 40.6* | 1.07 | 8.3 | -5.3 | -1.1 | -7.3 |
| CN1CCN(CCCNC(=O)Nc2cccc3ccccc23)CC1 | 8.1 | -14.4 | -2.4 | -0.5 | 1.09 | -0.5 | -12.8 | -5.2 | -9.2 |
| CN1C(=O)C(/C(N)=N/NC(=O)c2ccccc2)C2CC1(C)Oc1ccccc12 (stereo not drawn) | -1.1 | -3.9 | -2.8 | -2.3 | 1.01 | 1.5 | 10.5 | -0.8 | -1.5 |
| CC1CN(c2ccc([N+](=O)[O-])c(NCCOc3ccccc3)c2)CCN1 (stereo not drawn) | 24.6 | 13.6 | -6.0 | 20.8 | 0.805 | -2.9 | 10.0 | -5.9 | 19.5 |
| Cc1ccccc1NC(=O)CC1C(=O)Nc2ccccc2N1CC(=O)N(C)C1CCS(=O)(=O)C1 (stereo not drawn) | 6.7 | 4.9 | 0.3 | 3.5 | 1.06 | 1.7 | 10.5 | -5.4 | -6.0 |
| CCO[C@H]1OC(C(=O)NCc2ccccc2)=C[C@@H](c2coc3ccccc3c2=O)[C@@H]1CCCO | -8.8 | 4.8 | 4.7 | 7.0 | 1.06 | -0.4 | 1.5 | -6.8 | -6.2 |

Screening data (PubChem)
